APE1 inh: blocks human APE1 abasic DNA cleavage; AID 2517; 350,000 tested, 0.35% active; recombinant APE1, TAMRA/BHQ-2 abasic DNA cleavage fluorescence; Potency, µM (doses to about 65.8 µM), inactives show top-dose activity change, negative = inhibition, usual class: inhibitors; P27695;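 note: potency is the fitted concentration of half-maximal effect; plate controls were vehicle for no effect and reference inhibitor for full effect; nearly all actives have a fitted effect of over 55% in size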
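Kinetic fluorescence read (525 ex/598 em nm, three reads 60 s apart) of AP-site incision; signal = third minus first read. Enzyme 0.75 nM, dual-labelled THF duplex 50 nM, compound preincubation 15 min RT.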
12-LOX inh: blocks human arachidonate 12S-lipoxygenase; P18054; purified 12hLO, xylenol orange hydroperoxide absorbance; Potency, µM (doses to about 108 µM), for the others: top-dose activity change, negative = inhibition, usual class: inhibitors; 580,000 tested, 1.1% active; AID 1671190; note: potency is the fitted concentration of half-maximal effect; % is set by controls: 0 for no effect and ±100 for the full control effect
Target sequence (P18054 whole entry, looked up): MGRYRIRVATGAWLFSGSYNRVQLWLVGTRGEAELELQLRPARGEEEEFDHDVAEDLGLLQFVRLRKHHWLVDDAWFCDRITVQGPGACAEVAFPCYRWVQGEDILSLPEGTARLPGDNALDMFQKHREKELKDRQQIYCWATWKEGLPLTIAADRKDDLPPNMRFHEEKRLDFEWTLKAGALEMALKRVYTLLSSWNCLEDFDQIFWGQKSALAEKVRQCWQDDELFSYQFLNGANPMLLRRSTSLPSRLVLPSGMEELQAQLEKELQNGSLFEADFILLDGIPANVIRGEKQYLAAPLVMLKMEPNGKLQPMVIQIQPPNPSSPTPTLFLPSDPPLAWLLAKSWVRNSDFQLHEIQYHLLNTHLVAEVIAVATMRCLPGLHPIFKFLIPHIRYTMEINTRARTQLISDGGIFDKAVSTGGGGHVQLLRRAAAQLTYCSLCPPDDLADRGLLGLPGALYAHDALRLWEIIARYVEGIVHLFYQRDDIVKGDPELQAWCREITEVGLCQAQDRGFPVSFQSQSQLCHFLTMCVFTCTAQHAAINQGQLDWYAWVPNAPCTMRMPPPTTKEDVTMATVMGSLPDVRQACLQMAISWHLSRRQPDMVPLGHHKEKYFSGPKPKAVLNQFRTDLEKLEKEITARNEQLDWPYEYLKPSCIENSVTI
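Hydroperoxide product was detected by ferrous iron/xylenol orange as the 573 to 405 nm absorbance ratio. Arachidonic acid at 40 uM (final) was turned over for 30 min at room temperature by 150 nM human 12hLO, pH 7.0 Hepes buffer, after 15 min compound preincubation.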
BLM inh: Bloom syndrome helicase (human) inhibition | P54132 | recombinant BLM DNA unwinding, fluorescence dequenching | Potency, µM (titrated, usually from 56.1 µM), inactives show at the top dose activity change, negative = inhibition, most hits filed as inhibitors | 350,000 tested, 0.2% active;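 note: potency is the fitted concentration of half-maximal effect; plate controls were vehicle for no effect and no enzyme for full effect; nearly all actives have a fitted effect of over 35% in size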
ERG Ets-DNA blk: inhibitors of human ERG Ets domain-DNA interaction; P11308; fluorescence polarization, His-ERG Ets domain / labelled DNA; Potency, µM (top dose mostly 76.9 µM), for the others: at the top dose FP activity, negative = inhibition, usual class: inhibitors; 370,000 tested, 0.028% active; AID 624246; active = well fitted inhibition curve with a large enough effect in the polarisation, with a control signal flat; inconclusive = small, poorly fitted or top-dose-only effect, or effect the other way, or a change in a side signal; inactive = no such curve, though single readings can be large or run the other way; the % refers to the polarisation;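 note: polarization taken with two DNA probes labelled with fluorescein and Texas red; potency is the fitted concentration of half-maximal effect; % of control where 0% means no effect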
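His-tagged ERG Ets domain (1 uM in the protein solution; 300mM KCl, 50mM Tris-HCl, 1mM EDTA, 1mM DTT, pH 7.5) received compound, then a probe mix of 5 nM fluorescein-DNA and 100nM Texas-615-DNA. Fluorescence polarization was read for both dyes.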
Pol beta inh: blocks human DNA polymerase beta activity; P06746; 340,000 tested, 1.3% active; Pol beta primer extension/strand displacement, fluorescence kinetic; Potency, µM (highest dose often 114 µM), for inactives: at the highest dose activity change, negative = inhibition, most hits filed as inhibitors; note: potency is the fitted concentration of half-maximal effect; % is set by controls: 0 for no effect and ±100 for the full control effect
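Enzyme-only controls used 10 nM Pol beta; buffer lacking enzyme served as negative control. Compound preincubated 15 min, then 50 nM substrate added; 0 and 10 min reads at room temperature.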
POLI inh: DNA polymerase iota (human) inhibition; Q9UNA4; Pol iota fluorescent replication assay, 10 min; Potency, µM (top dose mostly 115 µM), without a hit: at the top dose activity, negative = inhibition, actives largely listed as inhibitors; 390,000 tested, 1% active; note: potency is the fitted concentration of half-maximal effect
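Fluorescent replication assay read twice, at 0 min and 10 min after adding 50 nM (final) substrate. Enzyme (10 nM) and compounds were first incubated 15 min at room temperature; enzyme-free buffer wells were negative controls.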
POLK inh: DNA polymerase kappa (human) inhibition. Q9UBT6. purified Pol kappa, fluorescent DNA synthesis assay, 10 min. Potency, µM (highest dose often 107 µM), for the others: top-dose activity, negative = inhibition, usual class: inhibitors. 400,000 tested, 0.53% active; note: potency is the fitted concentration of half-maximal effect; % is set by controls: 0 for no effect and ±100 for the full control effect
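Fluorescent qHTS in 1536-well format: enzyme (10 nM) and compound sat 15 min at room temperature before 50 nM substrate (final) was added. Signal taken at 0 and 10 min; no-enzyme buffer wells were negative controls.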
TRHR ag: activates the human TRH receptor. 360,000 tested, 0.18% active. TRHR cells, calcium flux fluo-8, FDSS agonist mode. P34981. activation, % at 2 µM. AID 493084; in the data active = activation above about 30%; note: 0% is about no effect
Target sequence (P34981 whole entry, looked up): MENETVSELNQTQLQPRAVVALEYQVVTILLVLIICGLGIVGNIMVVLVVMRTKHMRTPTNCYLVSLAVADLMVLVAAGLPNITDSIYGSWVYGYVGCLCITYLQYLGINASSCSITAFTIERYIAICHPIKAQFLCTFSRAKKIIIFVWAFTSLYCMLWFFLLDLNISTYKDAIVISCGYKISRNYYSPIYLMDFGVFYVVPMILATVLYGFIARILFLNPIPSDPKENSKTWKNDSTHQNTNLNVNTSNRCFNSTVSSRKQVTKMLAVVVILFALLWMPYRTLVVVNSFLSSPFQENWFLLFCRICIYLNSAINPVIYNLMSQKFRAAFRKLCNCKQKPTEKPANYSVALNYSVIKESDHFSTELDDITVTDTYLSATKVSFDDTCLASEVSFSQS
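Fluo-8-loaded TRHR cells; 10 s baseline, compound added, kinetic Ca2+ fluorescence read 1/s, agonist mode.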
Anesthetic bind: candidate novel general anesthetic via apoferritin binding; P02791; Potency, µM (doses to about 77.5 µM), without a hit: at the top dose activity change, negative = displacement, hits mostly inhibitors; apoferritin/1-aminoanthracene competitive binding, fluorescence; 350,000 tested, 0.074% active; note: potency is the fitted concentration of half-maximal effect; % is set by controls: 0 for no effect and ±100 for the full control effect; nearly all actives have a fitted effect of over 20% in size
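Concentration-response curves derived by four-parameter Hill fitting of normalized fluorescence, where compounds displaced 1-AMA from 10 uM horse apoferritin following a brief 10 min room-temperature incubation; propofol titration acted as positive control.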
The depositor's hits bear a star; ? = inconclusive; . = not tested or not shown; & = joins results of further samples; [ ] = dose if it differs, or a comment. Unless noted, calls come from the whole dose curve; as a rule, active = well fitted curve in the direction sought with a large enough effect; inconclusive = small, poorly fitted or top-dose-only effect, or another doubt; inactive = no such curve, though single readings can be large; an effect the other way counts as inactive or inconclusive.

Results follow in this order: APE1 inh	12-LOX inh	BLM inh	ERG Ets-DNA blk	Pol beta inh	POLI inh	POLK inh	TRHR ag	Anesthetic bind
(1) Nc1cc(C(=O)c2ccccc2)ccc1N1CCOCC1
  5%	0%[57.4 µM]	4%	-8%	2%	1%	-6%	-0.2	-7%
(2) Cc1ccc(NCC(=O)c2ccc([N+](=O)[O-])cc2)cc1
  15%	.	-9%	-12%	2%	105%[activator]	-7%	0.5	-10%
(3) CCCC1SCC(C)(C)NC1=O (centres undefined)
  .	21%	.	1%	.	0%	-8%	.	.
(4) COc1cc(NC(C(=O)Nc2cccc(C(C)=O)c2)c2ccccc2)cc(OC)c1OC (centres undefined)
  2%	8%	-3%	.	-15%	19%	-19%	0.1	-9%
(5) CCOC(=O)NC(=O)CN1C(=O)NC2(CCc3ccccc32)C1=O (centres undefined)
  46%	-8%	-4%	-2%	-10%	28%	10%	1.2	2%
(6) CCOc1ccc(S(=O)(=O)N(CC)CC(=O)N2CCCC2)cc1
  -2%	12%	1%	7%	14%	18%	15%	-0.1	-5%
(7) CN(C)C(=O)CSc1nnc(CCNC(=O)OC(C)(C)C)o1
  2%	0%	-2%	-5%	1%	8%	-11%	-0.3	-5%
(8) O=C(CNS(=O)(=O)/C=C/c1ccccc1)OC1CCOC1=O (centres undefined)
  5%	-11%	0%	-3%	24%	-6%	0%	0.3	-4%
(9) CN1CCN(c2oc(-c3ccccc3)nc2S(=O)(=O)c2ccc(Br)cc2)CC1
  2%	.	-2%	-14%	16%	20%	-13%	0.2	-3%
(10) COc1cc(/C=N/NC(=O)CCn2nnc3ccccc32)ccc1O
  1%	4%	2%	1%	-8%	20%	0%	-0.3	-9%
(11) Cc1ccc(Sc2c(C)nn(C(=O)c3ccc(Br)cc3)c2C)cc1
  .	-6%	-3%	0%	32%	0%	-3%	0.0	-13%
(12) O=C(NC(=S)Nn1cnc2c(cnn2-c2ccccc2)c1=O)c1ccccc1
  -1%	?	-13%	-15%	25%	26%	-12%	0.0	1%
(13) O=C(C1=C[C@@H](c2ccc(Br)cc2)C[C@@H](OCCCCO)O1)N1CCN(Cc2ccccc2)CC1
  16%	-19%	-8%	10%	4%	-18%	0%	-0.2	-11%
(14) COc1ccccc1-c1nnc(SCCN2CCOCC2)n1-c1ccc(C)cc1
  -2%	?	-1%	1%	19%	22%	0%	-0.2	-11%
(15) CCN(CC)S(=O)(=O)c1ccc(N2CCOCC2)c(NC(=O)c2[nH]c(C)c(C(C)=O)c2C)c1
  4%	203%&-9%[activator]	.	-2%	.	3%	-11%	.	.
(16) Cn1c(SCC(=O)Nc2ccc(Cl)cc2)nc(O)cc1=O
  4%	?	-3%	-21%	9%	-6%	-2%	0.1	-10%
(17) CSc1nc2sc3c(c2c2nnnn12)CCCC3
  1%	-15%	-2%	0%	5%	23%	-11%	-1.4	-12%
(18) O=C(OCc1cc(=O)n2nc(-c3cccs3)sc2n1)c1cccc(Cl)c1
  .	-8%	-15%	4%	40µM*	?	-13%	0.0	0%
(19) Cn1c(=O)c2c(nc(Sc3ccccc3N)n2C)n(C)c1=O
  0%	62%[activator]	-1%	3%	-23%	-3%	-15%	0.4	-1%
(20) C=CCn1c(C(C)(C)C)nc2ccccc21
  0%	1%	-9%	9%	-20%	45%[activator]	1%	-0.9	-15%
(21) CCOC(=O)c1sc(=NC(=O)c2ccccc2)n(C)c1C
  0%	?	-5%	0%	4%	103%[activator]	-7%	1.2	-3%
(22) CC1=NN(C2=NS(=O)(=O)c3ccccc32)C(C)(O)C1 (centres undefined)
  24%	0%	-3%	10%	-2%	31%[activator]	1%	0.7	-9%
(23) COc1ccc(NC(=O)c2oc3cc(C)c(C)cc3c2C)c(OC)c1
  15%	-1%	-11%	-2%	25%	-3%	-13%	1.0	5%
(24) Cc1cc(C)cc(C(=O)Nc2c(C(=O)Nc3ccccc3F)oc3ccccc23)c1
  .	-13%	5%	-1%	0%	20%	0%	-1.5	-8%
(25) CC(CCc1ccccc1)NC(=O)CSc1ccccc1 (centres undefined)
  -1%	-24%	-2%	-7%	1%	3%	-5%	-0.1	-7%
(26) CC(C)CCn1nnnc1C(c1ccc(F)cc1)N1CCN(C(=O)c2ccco2)CC1 (centres undefined)
  -3%	-21%	-1%	5%	15%	?	-1%	-0.9	-17%
(27) CCN(CC)C(=O)C1=C(C)Nc2nc3ccccc3n2C1c1ccc(Br)cc1 (centres undefined)
  .	-4%	-4%	-2%	-16%	20%	-7%	1.8	-4%
(28) CCN(C(=O)c1ccc(S(=O)(=O)N(C)C)cc1)C(C)C(=O)Nc1ccc(C)cc1 (centres undefined)
  59%[activator]	159%[activator]	-1%	2%	9%	83%[activator]	-2%	0.1	-2%
(29) Cc1cc(C)cc(Nc2ncnc3sc4c(c23)CCCC4)c1
  .	-13%	-2%	5%	10%	-7%	-7%[60.1 µM]	-0.6	13%
(30) O=C(NC1CCSc2ccccc21)c1ccc(C(F)(F)F)cc1 (centres undefined)
  13%	-1%	0%	-7%	79%	14%	-4%	-0.8	3%
(31) Cc1cccc(NC(=O)C2CCN(S(=O)(=O)c3cccc4nsnc34)CC2)c1
  4%	-5%&38%	-1%&4%	-6%&0%	-19%&-1%	-5%&18%	-11%&0%	-0.6&-0.6	-7%&-10%
(32) Cc1ccc(S(=O)(=O)CCC(=O)OCc2nnc(-c3ccccc3Br)o2)cc1
  6%	?	.	-1%	.	-26%	-20%	-0.4	.
(33) Cc1noc(C)c1COC(=O)c1cccnc1SCC(=O)Nc1ccc2c(c1)OCO2
  30%	2%	-7%	-3%	-11%	-8%	-7%	-0.5	-22%
(34) Nn1cc(-c2ccccc2)nc1SCC(=O)NCCc1ccccc1
  -2%	12%	0%	-5%	-2%	119%[activator]	-25%	-0.3	?
(35) CCN1CCN(c2cc(C)c3cc(NC(=O)Cc4ccccc4OC)ccc3n2)CC1
  -6%	0%	2%	-1%	-5%	-4%	-14%	0.0	4%
(36) CC1CC(C)CN(C(=O)c2ccc(NC(=O)c3ccc(=O)[nH]c3)cc2)C1 (centres undefined)
  0%	15%	0%	1%	2%	-8%	-6%	0.1	-5%
(37) Cc1csc(SCC(=O)NC(C)c2ccc(F)cc2)n1 (centres undefined)
  5%	0%	0%	0%	-1%	115%[activator]	-2%	-1.9	-4%
(38) CCOC(=O)N1CCN(C(=O)C2CCN(S(=O)(=O)c3ccc(OC)cc3)CC2)CC1
  3%	-10%	0%	3%	-1%	22%	-3%	0.8	-9%
(39) Fc1ccc2c(c1)C1C=CCC1C(c1cc3c(cc1Br)OCO3)N2 (centres undefined)
  6%	?	-11%	-7%	-4%	?	0%	0.7	-9%
(40) CCN1CCN(C(=O)CN(C)S(=O)(=O)c2ccc(OC)c(C)c2)CC1
  3%	-6%	-1%	12%	4%	-1%	1%	-0.5	-18%
(41) CN(CCC#N)C(=S)Nc1ccc(F)cc1
  3%	-21%	-7%	-14%[15.4 µM]	3%	39%[activator]	3%	-1.5	6%
(42) CCOC(=O)CN(C(=O)COc1nc(C)cc(C)c1C#N)c1ccc(F)cc1
  -3%	?	-4%	-4%	1%	-8%	-15%	0.0	-3%
(43) C=CCn1c(=S)[nH]c2sc3c(c2c1=O)CCC3
  19%	?	-13%	.	9%	-8%	-7%	-0.4	-6%
(44) CCn1c(NCc2cc(Cl)ccc2O)nc2ccccc21
  -6%	1%	-15%	10%	-21%	-16%	-6%	3.4	?
(45) COc1ccccc1C(=O)Nc1cc2c(cc1N1CCCC1)n(C)c(=O)c(=O)n2C
  .	4%	2%	-1%	82%[activator]	9%	3%	-0.2	3%
(46) COC(=O)c1ccc(N/C=C/C(=O)c2ccccc2)cc1
  53%[activator]	-25%	-7%	1%	1%	42%[activator]	-4%	0.2	-4%
(47) O=C(CCCNc1ccccc1)N/N=C/c1cccs1
  1%	-7%	-6%	-6%	11%	15%	2%	-0.7	-7%
(48) Cn1c(C(=O)N[C@@H](Cc2ccccc2)C(=O)NCCC(=O)O)cc2cc(Cl)ccc21
  20%	84%[activator]	-4%	-6%	78%	4%	-15%	1.3	-3%
(49) COc1ccc(N2CCN(C(=O)COC(=O)c3cccc(S(=O)(=O)Nc4ccccc4OC)c3)CC2)cc1
  14%	9%	.	13%	.	-5%	-10%	0.1	.
(50) CCOc1ccc(NC(=O)CCC(=O)N/N=C2\CCCc3ccccc32)cc1
  51%[activator]	2%	1%	5%	42%	20%	1%	-0.7	-3%
(51) O=C(NCc1cccnc1)c1cccnc1-c1nc2ccccc2s1
  3%	-23%	-5%	0%	29%	13%	0%	-0.1	-6%
(52) CCC(C)(C)NC(=O)C(c1ccc(O)cc1)N(Cc1ccco1)C(=O)CCC(=O)Nc1ccccn1 (centres undefined)
  2%	18%	-16%	5%	12%	-31%	-1%	-1.8	8%
(53) CSc1ccc(S(=O)(=O)NCC(=O)OCC(=O)NCCc2ccccc2)cc1[N+](=O)[O-]
  -15%	-26%	.	7%	.	46%[activator]	-19%	-0.3	.
(54) O=C(Nc1ccc(Cl)cc1)OCCn1nnnc1C(c1ccccc1Cl)N1CCOCC1 (centres undefined)
  -5%	0%	-10%	4%	10%	13%	-7%	1.1	-9%
(55) CCC(=O)c1ccc(-c2ccccc2)cc1
  -5%	-21%	-7%	-7%	-3%	12%	-8%	-0.2	-6%
(56) CC1(C)CC(=O)C2=C(C1)N(c1ccc(Cl)cc1)C(=O)C2(O)C(F)(F)F (centres undefined)
  -3%	-16%	-1%	.	56%	25%	-1%	-0.6	4%
(57) COc1cc(C(=O)NCCC(=O)N2CCCCC2)cc(OC)c1OC
  38%	-17%	-4%	-4%	?	65%[activator]	-2%	0.1	10%

Source: PubChem

Only part of the results is shown; rates above refer to the full screens.
